Bioassay records: PubChem, NCI
All columns: NCI-60 one-dose screen, growth in % after 48 h at 10 µM unless noted; 100 = growth as untreated, 0 = no growth, -100 = all killed.
KM12 – KM12 colon cancer cells | 82,000 compounds, 5% hits | AID 1794800
SNB-19 – SNB-19 CNS cancer cells; AID 1794751; 81,000 compounds, 2.5% hits
HCC-2998 – HCC-2998 colon cancer. 79,000 compounds, 4.7% hits. AID 1794799
SW-620 – SW-620 colon cancer; AID 1794795; 82,000 compounds, 5.2% hits
HT29 – HT29 colon cancer; 81,000 compounds, 7.4% hits; AID 1794748
DU-145 – DU-145 prostate cancer. 81,000 compounds, 4.2% hits. AID 1794760
SF-539 – SF-539 CNS cancer. 81,000 compounds, 6.8% hits
PC-3 – PC-3 prostate cancer cells. 80,000 compounds, 3.9% hits
SNB-75 – SNB-75 CNS cancer; 79,000 compounds, 5% hits; AID 1794750
* hit, by the source's call; / = no result given; & = joins results of further samples. How the source made its calls: active means growth percent below 10; inactive means the rest.

SMILES | KM12 | SNB-19 | HCC-2998 | SW-620 | HT29 | DU-145 | SF-539 | PC-3 | SNB-75
Nc1nc(-c2ccccc2)[nH]c(=O)n1 | 106 | 105 | 104 | 111 | 90 | 117 | 106 | 93 | 87
CC(=Nc1ccc(N(C)C)cc1)c1ccccc1 | 43 | 45 | 58 | 43 | 35 | 47 | 57 | 38 | 86
Cc1nc2sc(C(=O)Nc3cccc4ccccc34)c(N)c2cc1C(C)O (centres undefined) | 18 | 34 | 16 | 30 | 4.8* | 14 | 0.1* | 31 | 29
O=C(Nc1ccc(Cl)cc1)c1cc2c(cc1O)[nH]c1ccccc12 | 37 | 37 | -21* | 19 | 1.2* | 28 | 12 | / | 38
CCOC(=O)CC1CSC(N/N=C/c2ccc(N(C)C)cc2)=N1 (centres undefined) | 104 | 100 | 99 | 106 | 97 | 115 | 116 | 86 | 100
C/C(Cc1ccc(Cl)cc1)=C(\c1ccc(OCCCN(C)C)cc1)c1ccc(OC(=O)C2CCCCC2)cc1 | 100 | 104 | 100 | 103 | 84 | 105 | 109 | 101 | 99
CC[C@H](CC[C@@H](C)[C@H]1CC[C@H]2[C@@H]3CC=C4C[C@@H](OCCc5nn[nH]n5)CC[C@]4(C)[C@H]3CC[C@]12C)C(C)C | 100 | 110 | 109 | 121 | 95 | 101 | 103 | 112 | 107
O=c1c2c(Nc3ccccc3)[nH]nc2[nH]c(=S)n1-c1ccccc1 | 105 | 103 | 109 | 111 | 117 | 110 | 102 | 99 | 104
CC(=O)NC(CCc1ccc(Cl)c(Cl)c1)c1cccc(O)c(=O)c1 (centres undefined) | 18 | 24 | 23 | 24 | 28 | 17 | 2.6* | 39 | 19
CCOC(=O)c1c(C)nc2c(c1N)/C(=C/c1ccc[nH]1)C(=O)N2Cc1ccc(C(F)(F)F)cc1 | 82 | 36 | 91 | 66 | 70 | 79 | 40 | 52 | 25
COC1C(/C=C/C(C)=O)OC2OC(C)(C)OC21 (centres undefined) | 104 | 94 | 110 | 115 | 101 | 102 | 93 | 99 | 85
COc1ccc2c(c1)C(Sc1ccc(SC)cc1)c1c(nc(N)c(C#N)c1N)O2 (centres undefined) | 78 | 80 | 119 | 85 | 105 | 104 | 87 | 53 | 55
CCOC(=O)/C(C#N)=C/c1ccccc1OC | 115 | 104 | / | 103 | 105 | 125 | 99 | 99 | 84
CC(C)(Sc1cc(C(C)(C)C)c(O)c(C(C)(C)C)c1)Sc1cc(C(C)(C)C)c(OC(=O)CCCC(=O)O)c(C(C)(C)C)c1 | 37 | 57 | 50 | 44 | 41 | 59 | 63 | 34 | 112
CCN(CC)CCN(CCN(CC)CC)c1ccccc1 | 108 | 87 | 91 | 96 | 102 | 109 | 88 | 87 | 79
Cc1ccc2nc(-c3ccc(OCC(=O)N=Nc4c(O)[nH]c5ccccc45)cc3)[nH]c2c1 | 1.6* | 50 | 60 | 6.5* | 41 | 73 | 100 | 7.3* | 109
O=[N+]([O-])c1ccc(NCc2ccccc2)c([N+](=O)[O-])c1 | 94 | 98 | 106 | 94 | 90 | 98 | 105 | 97 | 72
CCOC(=O)c1cccc(NC2=CC(=O)C(C)=C(C)C2=O)c1 | 102 | 94 | 96 | 103 | 100 | 108 | 100 | 105 | 88
CCCCCSB(SCCCCC)c1ccccc1 | 107 | 97 | 89 | 100 | 96 | 108 | 106 | 97 | 79
COc1ccc(/C(C)=C(\c2ccc(OCCN3CCCCCC3)cc2)c2ccc(OC(=O)Cc3ccccc3)cc2)cc1 | 99 | 100 | 105 | 94 | 61 | 102 | 101 | 81 | 95
C=C[C@]1(C)C=C2CC[C@@H]3[C@](C)(CCC[C@@]3(C)C(=O)O)[C@H]2CC1 | 101 | 103 | 100 | 106 | 112 | 115 | 98 | 92 | 93
CNS(=O)(=O)c1cc(Br)ccc1Br | 96 | 101 | 87 | 114 | 95 | 111 | 88 | 72 | 102
CC(C(=O)O)N1C(/N=C/c2ccc(Cl)cc2)=NNC1(C)c1ccccc1O (centres undefined) | 100 | 106 | 101 | 96 | 97 | 104 | 98 | 84 | 92
O=C1Nc2c(Br)cc(Br)cc2C12NCCc1cc(O)ccc12 (centres undefined) | 82 | 93 | 101 | 95 | 100 | 98 | 90 | 84 | 82
O=C1NC(=O)c2c1c1c3ccccc3ccc1c1[nH]c3ccc(Br)cc3c21 | 5.0* | 24 | 49 | 18 | 26 | 23 | 23 | 3.6* | 23
COc1ccc(OC)c(C2C3=C(CC(C)(C)CC3=O)N(c3ccc(Cl)c(Cl)c3)C3=C2C(=O)CC(C)(C)C3)c1 | 104 | 101 | 94 | 107 | 103 | 112 | 113 | 99 | 102
COc1ccc(-c2cnnn2-c2nonc2N)cc1 | 106 | 107 | / | 109 | 104 | 118 | / | 92 | 86
O=C(Nc1ncc(Cc2ccc(C(F)(F)F)cc2)s1)c1ccc(-c2cccc([N+](=O)[O-])c2)o1 | 104 | 101 | 112 | 103 | 89 | 108 | / | 70 | 116
O=C(c1ccccn1)N1CCN(C(=O)c2ccccn2)CC1 | 92 | 114 | 95 | 107 | 103 | 110 | 105 | 99 | 109
CCN(CC)c1ccc2c(C)cc(=O)oc2c1 | 102 | 106 | 105 | 107 | 97 | 106 | 93 | 103 | 111
CN(C)c1ccc(/C=C/C(=O)c2cccc(Nc3nc(Nc4ccccc4)nc(Nc4ccccc4)n3)c2)cc1 | 100 | 99 | 65 | 103 | 54 | 99 | 88 | 82 | 5.3*
COC(=O)c1cc(-c2ccc(F)cc2)[nH]c(=O)c1C#N | 102 | / | 116 | 98 | 113 | 107 | 96 | 101 | 96
C1CCc2nnnn2CC1 | 110&117&113 | 107&107&113 | 113&105&110 | 110&109&109 | 105&105&110 | 119&115&118 | 116&113&110 | 100&95&106 | 109&91&116
Cc1cc(Nc2nc(O)c(/C=C3\C=Nc4ccccc43)s2)no1 | 103 | 103 | 104 | 107 | 105 | 111 | 97 | 97 | 127
COc1ccccc1P(c1ccccc1OC)c1ccccc1OC | 86 | 76 | -97* | 103 | 92 | 109 | 101 | 80 | 98
Cc1c(C(=O)/C=C/c2ccc(N(C)C)cc2)nnn1-c1ccc(F)cc1 | 95 | 94 | 103 | 108 | 98 | 102 | 93 | 96 | 98
COc1ccc(OC)c(-c2[nH]c(=S)nc3c2c(N)nn3-c2ccccc2)c1 | 103 | 94 | 102 | 101 | 99 | 99 | 37 | 92 | 94
N#Cc1cc(-c2ccnc(Nc3ccc(N4CCN(C5COC5)CC4)cc3)n2)ccc1N1CCCC1 | 83 | 117 | 75 | 73 | 19 | 51 | 46 | 64 | 16
CC(O)C(NC(=O)OCc1ccccc1)C(=O)NCC(=O)NCC(=O)OCc1ccccc1 (centres undefined) | 95 | 104 | 104 | 111 | 107 | 103 | 109 | 97 | 97
O=C1/C(=C/C=C/c2ccccc2)SC(=Nc2ccccc2)N1Cc1nc2ccccc2[nH]1 | 93 | 95 | / | 93 | 97 | 99 | 91 | 78 | 80
C=C(C)C(c1ccccc1)c1[nH]c(C)c(C(=O)OC)c1C(=O)OC (centres undefined) | 100 | 100 | 108 | 106 | 97 | 120 | 98 | 104 | 98
O=C(c1cccc(F)c1)n1ccc2cc(NC(=S)Nc3cccnc3)ccc21 | 98 | 86 | 100 | 94 | 103 | 102 | 100 | 97 | 91
N#C/C(=C1C=C/C(=N/O)C(Cl)=C/1)c1ccc(Cl)cc1 | -46* | 94 | 101 | 59 | / | 36 | 19 | 22 | 89
CCOc1ccccc1NC(=O)c1ccccc1 | 100 | 101 | 90 | 105 | 85 | 108 | 104 | 79 | 88
Cc1ccc(C(=O)OC(C)C)cc1 | 107 | 113 | 102 | 108 | 109 | 109 | 107 | 101 | 98
COc1ccc(-c2coc3c4c(ccc3c2=O)OCN(C(C)C)C4)cc1OC | 102 | 110 | 110 | 110 | 101 | 110 | 107 | 96 | 92
CC(=O)Nc1ccc(F)cc1F | 110 | / | 100 | 105 | 110 | 111 | / | 106 | /
CCOC(=O)c1c(Cl)c2c(n1Cc1ccccc1)-c1oncc1CCC2 | 53 | 83 | 62 | 40 | 26 | 103 | 74 | 66 | 69
CC(=O)c1ccc(NC(=O)COc2ccc(C3SCC(=O)N3c3ccc(C)cc3)cc2)cc1 (centres undefined) | 101 | 94 | 103 | 107 | 101 | 106 | 100 | 88 | 98
O=C(Nc1cc(Cl)cc(Cl)c1)Oc1c(Cl)c(Cl)c(Cl)c(Cl)c1Cl | 83 | 66 | 93 | 88 | 73 | 84 | 77 | 42 | 71
CN(C)CCC(=O)Nc1ccc(-n2cc(-c3cccc(NC(=S)Nc4cccc(-c5cn(-c6ccc(NC(=O)CCN(C)C)cc6)nn5)c4)c3)nn2)cc1 | 56 | 106 | 101 | 17 | 28 | 115 | 98 | 89 | 119
CCCCC/C(C)=C(\C#N)C(=O)NC(N)=S | 106 | 106 | 107 | 97 | 115 | 100 | 98 | 100 | 95
Nc1cccc(C(=O)Nc2ccccc2)c1 | 103 | 100 | / | 103 | 104 | 109 | 108 | 98 | 93
Nc1ncnc(N2CCOCC2)n1 | 94 | 94 | 83 | 111 | 97 | 108 | 95 | 81 | 125
COc1ccc(SC)cc1 | 121 | 105 | 116 | 106 | 106 | 121 | 98 | 106 | 86
CC(=O)c1ccc(NC(=O)CSc2nnc(-c3cc(-c4ccc(S(N)(=O)=O)cc4)nc4ccccc34)n2-c2ccccc2)cc1 | 97 | 89 | 102 | 91 | 98 | 108 | 99 | 96 | 85
Cc1cc2c(C)c3cc(C)c(N)cc3nc2cc1N | 9.4* | 18 | 28 | 4.6* | -26* | 11 | 19 | 7.8* | 22
CN(C)Cc1ccccc1C(=O)C(c1ccccc1)c1ccccc1 | 116 | 126 | 106 | 102 | 95 | 116 | 120 | 83 | 97
Clc1ccc(-c2noc(CCc3nnc(-c4ccccc4)o3)n2)cc1 | 101 | 102 | 122 | 99 | 106 | 110 | 94 | 96 | 84
Brc1ccc(Oc2ccc(Nc3ncnc4onc(-c5ccccc5)c34)cc2)cc1 | 100 | 106 | 96 | 100 | 96 | 102 | 96 | 102 | 87

Part of the list above in order of length of the SMILES, low to high:
SMILES | KM12 | SNB-19 | HCC-2998 | SW-620 | HT29 | DU-145 | SF-539 | PC-3 | SNB-75
CN(C)Cc1ccccc1C(=O)C(c1ccccc1)c1ccccc1 | 116 | 126 | 106 | 102 | 95 | 116 | 120 | 83 | 97
Clc1ccc(-c2noc(CCc3nnc(-c4ccccc4)o3)n2)cc1 | 101 | 102 | 122 | 99 | 106 | 110 | 94 | 96 | 84
CCOC(=O)c1c(Cl)c2c(n1Cc1ccccc1)-c1oncc1CCC2 | 53 | 83 | 62 | 40 | 26 | 103 | 74 | 66 | 69
CC(=O)c1ccc(NC(=O)COc2ccc(C3SCC(=O)N3c3ccc(C)cc3)cc2)cc1 (centres undefined) | 101 | 94 | 103 | 107 | 101 | 106 | 100 | 88 | 98

New compounds follow
SMILES | KM12 | SNB-19 | HCC-2998 | SW-620 | HT29 | DU-145 | SF-539 | PC-3 | SNB-75
NCCCN1CCN(CCCN)CC1 | 109 | 119 | 104 | 105 | 112 | 105 | 107 | 94 | 98
CCN(CC)CCN(C(=O)OCCOC(=O)N(CCN(CC)CC)c1cccc2sc3ccccc3c(=O)c12)c1cccc2sc3ccccc3c(=O)c12 | 105 | 96 | 100 | 96 | 90 | 113 | 100 | 82 | 94
Cc1cc(N=NC(N)=S)c2ccccc2c1O | 101 | 104 | 115 | 108 | 109 | / | 99 | 65 | 59
CCOC(=O)CC1CSC(N/N=C(\C)c2ccccc2)=N1 (centres undefined) | 100 | 96 | 90 | 95 | 105 | 101 | 97 | 95 | 90
Cc1nnc2c3nnc(CCC(=O)O)n3c3ccccc3n12 | 111 | 90 | 103 | 99 | 103 | 114 | 98 | 92 | 85
CSc1ccc(C(=O)C[n+]2ccc3ccccc3c2)cc1 | 97 | 109 | 93 | 95 | 84 | 112 | 101 | 84 | 88
CCOC(=O)CNC(c1ccccc1)(c1ccccc1)c1ccccc1 | 89 | 98 | 98 | 100 | 78 | 97 | 99 | 71 | 86
CC(C)=CCc1cc(O)cc2c1OC(C=C(C)C)C1=C2C(=O)C2=C(C1=O)S(=O)(=O)CCN2 (centres undefined) | 69 | 46 | 36 | 4.5* | 65 | 56 | -19* | 6.3* | 72
N#C/C(=C\c1ccc(C#N)cc1)C(=O)c1ccccc1 | 107 | 93 | 104 | 109 | 104 | 107 | 97 | 88 | 78
CCOC(=O)c1ccc(NC(=O)OCc2ccccc2)cc1 | 112 | / | 102 | 111 | 91 | 116 | 105 | 114 | 103
COc1ccc(/C=C2/NC(=S)N(c3ccccc3)C2=O)cc1 | 102 | 90 | 106 | 108 | 109 | 102 | 102 | 103 | 72
CN1CCN(c2nc(-n3cc(-c4ccccc4)nn3)nc3ccccc23)CC1 | 98 | 93 | 93 | 91 | 77 | 101 | 91 | 77 | 63
O=C(CSc1nnc(-c2ccc(Cl)cc2)o1)NC1=NN=C(c2ccc(Cl)cc2)CS1 | 102 | 111 | 83 | 110 | 102 | 108 | 98 | 83 | 91

As entered above:
CCOC(=O)CC1CSC(N/N=C(\C)c2ccccc2)=N1 (centres undefined) in SNB-19 → 96
COc1ccc(/C=C2/NC(=S)N(c3ccccc3)C2=O)cc1 in SNB-75 → 72
NCCCN1CCN(CCCN)CC1 in SW-620 → 105
CCOC(=O)CNC(c1ccccc1)(c1ccccc1)c1ccccc1 in SF-539 → 99
CC(C)=CCc1cc(O)cc2c1OC(C=C(C)C)C1=C2C(=O)C2=C(C1=O)S(=O)(=O)CCN2 (centres undefined) in SW-620 → 4.5*
